ERG-DNA inh – inhibitors of human ERG Ets domain-DNA interaction | P11308 | fluorescence polarization, His-ERG Ets domain / labelled DNA | Potency, µM (titrated, usually from 76.9 µM), for inactives: top-dose FP activity, negative = inhibition, usual class: inhibitors | hit rate 0.028% among 370,000; active = well fitted inhibition curve with a large enough effect in the polarisation, with a control signal flat; inconclusive = small, poorly fitted or top-dose-only effect, or effect the other way, or a change in a side signal; inactive = no such curve, though single readings can be large or run the other way; the % refers to the polarisation;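 also: polarization taken with two DNA probes labelled with fluorescein and Texas red; potency is read from the fitted curve at half-maximal effect; % of control where 0% means no effect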
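His-tagged ERG Ets domain (1 uM in the protein solution; 300mM KCl, 50mM Tris-HCl, 1mM EDTA, 1mM DTT, pH 7.5) received compound, then a probe mix of 5 nM fluorescein-DNA and 100nM Texas-615-DNA. Fluorescence polarization was read for both dyes.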
Vif-A3F inh – Vif-A3F binding inhibition; HeLa A3F-eYFP + Vif (tagged APOBEC3F with the HIV-1 protein that degrades it), YFP fluorescence increase; AID 602313; hit rate 0.2% among 390,000; Potency, µM (doses to about 46.1 µM), for the others: at the top dose activity, negative = active; also: potency is read from the fitted curve at half-maximal effect; % of control where 0% means no effect; nearly all actives have a fitted effect of over 65% in size
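Fluorescence increase (Ex 488/Em 500-530) after overnight compound treatment at 37 deg C flags inhibition of Vif-driven A3F-eYFP loss in stable HeLa A3F-eYFP/Vif cells seeded overnight beforehand.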
ALOX12 inh – blocks human arachidonate 12S-lipoxygenase; P18054; purified 12hLO, xylenol orange hydroperoxide absorbance; Potency, µM (doses to about 108 µM), for the others: at the top dose activity change, negative = inhibition, actives largely listed as inhibitors; hit rate 1.1% among 580,000; AID 1671190; also: potency is read from the fitted curve at half-maximal effect; % is scaled to controls: 0 for no effect and ±100 for the full control effect
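Purified human 12hLO at 150 nM in 25 mM Hepes, 0.01% Triton X-100, pH 7.0, preincubated 15 min at room temperature with compound. Reaction started with 40 uM arachidonic acid, 30 min at room temperature. Hydroperoxide measured by Fe-xylenol orange, 573/405 nm absorbance ratio.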
LDHA block – LDHA (human) enzyme inhibition; activity change, % (values are at about 110 or 230 µM); P00338; purified LDHA, NADH/diaphorase-resazurin fluorescence; hits give low values; hit rate 0.15% among 480,000; in the data active = activity change below about -30%; inconclusive = mostly about -25% to -30%;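 also: plate controls were DMSO wells for no effect and wells without enzyme for full effect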
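Enzyme activity of human lactate dehydrogenase 5 (2 nM; 0.06 mM NADH, 0.2 mM pyruvate, 5 min, RT) is measured via a resazurin/diaphorase fluorescence readout of residual NADH.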
D2 agonist – D2 dopamine receptor (human) agonism; P14416; HEK293 T-REx D2 cells, calcium flux agonist mode; activation, % at 2 µM; hit rate 0.53% among 340,000; AID 485358;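 active = activation over 3 SD above normal in the single-dose calcium agonist read, cut at about 30% in these data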; also: 0% is about no effect
Target sequence (P14416 whole entry, looked up): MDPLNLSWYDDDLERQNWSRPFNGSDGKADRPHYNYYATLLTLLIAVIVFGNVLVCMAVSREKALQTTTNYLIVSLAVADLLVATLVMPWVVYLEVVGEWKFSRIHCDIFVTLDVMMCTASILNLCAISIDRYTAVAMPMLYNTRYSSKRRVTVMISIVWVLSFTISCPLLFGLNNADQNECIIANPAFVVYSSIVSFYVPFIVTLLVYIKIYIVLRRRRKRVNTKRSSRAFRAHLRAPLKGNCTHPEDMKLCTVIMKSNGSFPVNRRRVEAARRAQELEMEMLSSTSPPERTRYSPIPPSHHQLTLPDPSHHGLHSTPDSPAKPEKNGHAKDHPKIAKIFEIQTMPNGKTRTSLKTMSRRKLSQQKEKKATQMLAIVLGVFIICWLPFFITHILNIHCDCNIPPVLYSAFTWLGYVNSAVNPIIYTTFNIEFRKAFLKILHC
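Calcium-flux readout, 1 cycle/sec over 180 s following compound pin transfer, in inducible HEK293 Trex D2 cells (force-coupled); dopamine controls included. Positive calcium responses during this window marked compounds as potential agonists.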
D2 antag – antagonists of human D2 dopamine receptor; P14416; HEK293 TREx D2 cells, calcium flux, dopamine EC80; inhibition, % at 10 µM; hit rate 2% among 340,000; in the data active = inhibition above about 30%; also: 0% is about no effect
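Antagonism is scored as inhibition of an EC80 dopamine-evoked calcium signal in a force-coupled, tetracycline-inducible HEK293 T-REx D2 line, with compound present 180 s before agonist.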
Glioma ERSR ind – induces the endoplasmic reticulum stress response in human glioma cells; Potency, µM, inactives show at the top dose activation, hits mostly activators; hit rate 0.02% among 420,000; AID 602332; U87-MG GRP78 promoter luciferase reporter, 16 h; also: potency is read from the fitted curve at half-maximal effect; series mostly up to about 76 µM; % of control where 0% means no effect; nearly all actives have a fitted effect of over 35% in size
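ERSR induction read as luciferase luminescence (Bright-Glo, 10 min at room temperature) in stably transfected human U87-MG glioma cells exposed to compounds for 16 h, using GRP78 as sensor.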
Vif-APOBEC3G blk – blocks the Vif interaction with human APOBEC3G | HeLa A3G-eYFP + Vif (tagged APOBEC3G with the HIV-1 protein that degrades it), YFP fluorescence, overnight | Potency, µM (series often up to 46.1 µM), for the others: at the highest dose activity, negative = active, hits mostly inhibitors | hit rate 0.076% among 410,000 | AID 602310;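 also: potency is read from the fitted curve at half-maximal effect; % is scaled to controls: 0 for no effect and ±100 for the full control effect; nearly all actives have a fitted effect of over 60% in size; hits raise eYFP signal because A3G escapes Vif-driven loss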
Target sequence (Q9HC16 whole entry, looked up): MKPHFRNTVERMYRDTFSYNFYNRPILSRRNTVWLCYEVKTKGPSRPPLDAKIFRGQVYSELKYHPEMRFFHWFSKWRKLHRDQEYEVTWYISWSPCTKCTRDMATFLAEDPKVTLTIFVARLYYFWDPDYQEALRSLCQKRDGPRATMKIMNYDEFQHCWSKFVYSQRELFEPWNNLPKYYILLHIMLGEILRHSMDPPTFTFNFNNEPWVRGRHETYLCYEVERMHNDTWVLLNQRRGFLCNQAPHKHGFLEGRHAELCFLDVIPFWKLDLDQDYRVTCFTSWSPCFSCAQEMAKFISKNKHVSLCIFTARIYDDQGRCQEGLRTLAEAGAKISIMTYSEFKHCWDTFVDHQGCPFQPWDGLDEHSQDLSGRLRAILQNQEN
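Read-out is eYFP fluorescence (Ex 488/Em 500-530) from Vif-expressing HeLa A3G-eYFP cells; more signal means A3G escaped Vif-mediated degradation. Cells plated overnight, compound pinned in, incubated overnight at 37 deg C.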
RGS4 inhibitor – inhibitors of human regulator of G protein signaling 4. Transcreener GDP fluorescence polarization, RGS4-accelerated GTP hydrolysis. P49798. hit rate 0.039% among 390,000. Potency, µM (top dose mostly 114 µM), inactives show at the top dose activity change, negative = inhibition, actives largely listed as inhibitors. AID 504845; also: potency is read from the fitted curve at half-maximal effect; % is scaled to controls: 0 for no effect and ±100 for the full control effect; nearly all actives have a fitted effect of over 75% in size; some results filed as inactive show a strong effect at the top dose
Target sequence (P49798 whole entry, looked up): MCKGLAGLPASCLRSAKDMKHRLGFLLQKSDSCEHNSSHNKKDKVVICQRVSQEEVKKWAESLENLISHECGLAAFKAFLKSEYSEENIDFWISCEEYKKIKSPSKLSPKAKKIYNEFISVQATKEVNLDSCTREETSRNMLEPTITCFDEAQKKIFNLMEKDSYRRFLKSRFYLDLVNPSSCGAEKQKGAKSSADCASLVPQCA
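MLSMR compounds (23 nl, pin-transferred) preincubated 10 min at room temperature with a 500nM (2x) first reagent, then RGS4 at 900nM (2x) plus Transcreener GDP mix added; fluorescence polarization (620/688 nm) read before and after 90 min at 30 °C.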
* hit, by the source's call; ? = inconclusive; · = no result given; & = joins results of further samples; [ ] = remark or other dose. Unless noted, calls follow the shape of the dose curve; as a rule, active = well fitted curve in the direction sought with a large enough effect; inconclusive = small, poorly fitted or top-dose-only effect, or another doubt; inactive = no such curve, though single readings can be large; an effect the other way counts as inactive or inconclusive.

SMILES	ERG-DNA inh	Vif-A3F inh	ALOX12 inh	LDHA block	D2 agonist	D2 antag	Glioma ERSR ind	Vif-APOBEC3G blk	RGS4 inhibitor
COC(=O)C1=CN(C(C)C)C=C(C(=O)OC)C1c1cc2c(cc1Br)OCO2	-7%	-1%	?	7	-1.1	-1	-2%	-8%	15%
CCN1CCN(C(=O)c2ccc3c(=O)n(CCc4ccccc4)c(=O)[nH]c3c2)CC1	-8%	-7%	·	-7	1.2	0	2%	-1%	-17%
CCCCCCOC(=O)C(C#N)c1nc2ccccc2nc1N1CCN(C)CC1 (stereo not drawn)	5%	2%	?	3	0.5	-3	-4%	-11%	-25%
CC(NC(=O)CS(=O)(=O)c1ccccc1)c1ccccc1 (stereo not drawn)	1%	-2%	9%	-13	0.0	1	-1%	-7%	-12%
O=c1cc(-c2ccccc2)nc(SCc2nc(-c3ccc(Cl)cc3)no2)[nH]1	0%	5%	-12%	-2	1.6	·	-2%	1%	3%
O=C(Nc1nc2c(Br)cccc2s1)C1CC1	7%	2%	·	-8	1.9	11	-2%	-17%	-11%
CN(C(=O)COC(=O)c1cccc(S(=O)(=O)N2CCCCC2)c1)C1CCS(=O)(=O)C1 (stereo not drawn)	-1%	7%	-24%	-8	1.5	-4	0%	0%	1%
CNC(=S)NN(c1ccccc1)c1ccccc1	-7%	0%	14%	-4	·	·	-3%	-1%	29%
O=C(OCC(=O)N1CCCC1=O)C1CCN(S(=O)(=O)c2c(Cl)cccc2Cl)CC1	3%	3%	2%	-4	1.8	13	-5%	-5%	7%
CCC(C)(C#CCN1CCCCC1)OCCC#N (stereo not drawn)	-1%	1%	-7%	-1	0.1	21	-6%	-1%	-10%
O=C(Nc1ccc(F)cc1)Nc1nnc([C@H]2C[C@H](O)[C@@H](CO)O2)s1	·	·	?	-19	·	·	-1%	-1%	·
CC1=C(C(=O)Nc2cccc(C(=O)NCc3ccccc3C)c2)SCCO1	-5%	-4%	-14%	2	-0.4	-16	-3%	1%	-27%[56.9 µM]
O=C(CSCc1ccccc1)NC1CCSC1=O (stereo not drawn)	0%	-1%	?	-7	·	·	-4%	4%	-5%
CSc1nc2ccc(NC(=O)COc3ccccc3F)cc2s1	9%	-10%	23%	-2	·	·	-1%	-5%	-8%
Nc1nc(SCc2nc3sc4c(c3c(=O)[nH]2)CCCC4)n[nH]1	-5%	2%	?	-4	-0.2	10	4%	-2%	4%
CCOc1cccc2sc(N(CCN(C)C)C(=O)/C=C/c3cccs3)nc12	0%	1%	·	0	-0.7	66*	-20%	-13%	-22%
COc1ccccc1C(=O)Nc1ccc2c(c1)nc(CCNC(C)=O)n2C	-3%	-1%	11%	-4	0.3	-9	3%	2%	-2%
CCc1cccc(C)c1NC(=O)CCCn1c(=O)c2cccn2c2cccnc21	-9%&-7%	2%&11%	7%&-18%	-3&9	0.1&0.8	-11	0%&-2%	5%&-1%	-66%[56.9 µM]
CC(C)COc1ccc(C(=O)NCC2OCCc3ccccc32)cc1 (stereo not drawn)	-2%	-2%	-19%	0	-1.6	·	2%	1%	-15%
O=C(CN1C2=NCCCN2c2ccccc21)c1ccc(Br)s1	-14%	4%	0%	-5	0.5	-29	-4%	0%	?
N#CC1=C(N)OC2=C(C(=O)CCC2)C1c1ccccc1 (stereo not drawn)	7%	-3%	-4%	-1	-0.5	-6	-2%	0%	48%
COc1ccccc1OCCCC(=O)Nc1nnc(C2CCCO2)s1 (stereo not drawn)	-7%	-2%	0%	-5	0.0	2	-3%	0%	-39%
CCOC(=O)Cn1c(=O)n(C2CCCCC2)c2nc(-c3cccc(OC)c3)nc(C(N)=O)c21	2%	-4%	-16%	-3	0.7	·	-3%	2%	-5%
O=C(CSc1nc2c(cnn2-c2ccccc2)c(=O)[nH]1)NC1CCS(=O)(=O)C1 (stereo not drawn)	-3%	3%	-24%	-5	0.8	20	14%	3%	-35%
CN1CCN(C(CNC(=O)c2ccccc2F)c2ccc3c(c2)OCO3)CC1 (stereo not drawn)	10%	2%	1%	-3	·	·	1%	2%	10%
CCOC(=O)c1c(-c2ccccc2)oc2ccc(N(C(C)=O)S(=O)(=O)c3cc(C)ccc3C)cc12	4%	-3%	-28%	-5	·	·	-2%	-5%	-15%
O=c1oc(=O)c2ccccc2c2ccccc12	10%	10%	?	-3	·	·	-6%	2%	1%
CCCCc1nc2cc(C(=O)N3CCCC(OCCC)C3)ccc2o1 (stereo not drawn)	-1%	3%	-1%	-2	-0.5	14	6%	6%	9%[56.9 µM]
COc1ccc(C)cc1S(=O)(=O)NC1CCCCC1C (stereo not drawn)	-2%	-3%	6%	-3	0.0	11	4%	-3%	-18%
COC(=O)[C@@]12CCCN1[C@H](c1ccc(-c3ccccc3)cc1)[C@H]1C(=O)N(C)C(=O)[C@H]12	0%	8%	0%	-4	-0.3	2	-4%	2%	25%
COc1ccc(C(=O)NC2CCN(CC(=O)Nc3cccc(C)c3)CC2)cc1OC	0%	6%	-6%	-1	-0.7	6	0%	-5%	5%
COCCCN(C(=S)Nc1cc(C)cc(C)c1)C(C)c1ccncc1 (stereo not drawn)	2%	8%	?	-5	0.4	3	-2%	0%	12%
COc1ccc(NC2CC(=O)N(CCc3ccccc3)C2=O)cc1 (stereo not drawn)	0%	-4%	?	-2	-0.2	-15	-1%	0%	-10%
N#Cc1c(SCc2ccccc2)sc(C(=O)c2ccccc2)c1N	-5%	-11%	?	-10	-0.3	65*	-5%	0%	-39%
O=C(Cn1cnc2c(OCc3ccccc3)ncnc21)NCc1ccccc1	2%	-5%	-30%	-6	·	·	1%	-11%	?
COc1ccc(C)cc1S(=O)(=O)Nc1cccc(-c2ccc(N3CCC(C)CC3)nn2)c1	2%	1%	-18%	2	·	·	1%	-1%	-21%
O=S(=O)(Nc1ccc(Cc2ccncc2)cc1)c1ccc(Cl)cc1	-4%	11%	?	-8	-0.5	0	2%	-9%	10%
CCCn1nnnc1NC(=O)COc1ccc(Cl)c(C)c1	-1%	0%	9%	-4	1.0	5	-3%	-4%	14%
CCn1nc(C(=O)NNC(=O)COc2ccc(OC)cc2)c2ccccc2c1=O	6%	4%	25%	-11	0.1	2	-4%	2%	18%
CCCCn1nc(C(=O)N(CC)CC(=O)Nc2c(F)cccc2F)c2ccccc2c1=O	-7%	-2%	0%&-6%	-2&-10	-0.8	-33	-3%	-3%	-14%
CN1OC[C@@H]2CN(S(=O)(=O)c3cc(Cl)cc(Cl)c3)[C@H](c3ccc(-c4ccc(C#N)cc4)cc3)C[C@@H]21	·	·	-3%	-2	·	·	-4%	-1%	·
OCCC1CN(Cc2ccc3cc(Cl)ccc3n2)CCN1Cc1ccsc1 (stereo not drawn)	5%	-22%	?	-8	-0.5	-24	1%	-1%	-53%
CCOc1ccc(NC(=O)CCC(=O)N/N=C/c2ccc3c(c2)OCO3)cc1	4%	0%	0%	-2	0.3	14	-1%	-1%	0%[11.4 µM]
COCCNc1oc(/C=C/c2ccc(F)cc2)nc1S(=O)(=O)c1ccccc1	-1%	4%	-2%	-1	0.1	-7	-3%	-7%	8%
COc1cccc(CNC(=O)CSCc2cnn(-c3ccccc3)c2-n2cccc2)c1	2%	0%	?	-1	-1.4	-4	-1%	0%	-18%

By substructure: the compounds so far containing bromine (three)
SMILES	ERG-DNA inh	Vif-A3F inh	ALOX12 inh	LDHA block	D2 agonist	D2 antag	Glioma ERSR ind	Vif-APOBEC3G blk	RGS4 inhibitor
COC(=O)C1=CN(C(C)C)C=C(C(=O)OC)C1c1cc2c(cc1Br)OCO2	-7%	-1%	?	7	-1.1	-1	-2%	-8%	15%
O=C(Nc1nc2c(Br)cccc2s1)C1CC1	7%	2%	·	-8	1.9	11	-2%	-17%	-11%
O=C(CN1C2=NCCCN2c2ccccc21)c1ccc(Br)s1	-14%	4%	0%	-5	0.5	-29	-4%	0%	?

Continuation.
SMILES	ERG-DNA inh	Vif-A3F inh	ALOX12 inh	LDHA block	D2 agonist	D2 antag	Glioma ERSR ind	Vif-APOBEC3G blk	RGS4 inhibitor
CC(Sc1ccccc1)C(=O)NN=C1CCCCCC1 (stereo not drawn)	-6%	9%	1%	-4	0.2	11	-1%	1%	4%
Cc1ccsc1C(=O)C1CCCN(Cc2cccn2-c2ccc(Cl)cn2)C1 (stereo not drawn)	-12%	-24%	-2%	-12	0.1	2	-8%	1%	29%
O=C(OC1CO[C@H]2O[C@@H]1[C@H](OC(=O)c1ccccc1)[C@H]2OC(=O)c1ccccc1)c1ccccc1 (stereo partly drawn)	-5%	-1%	11%	-9	·	·	-4%	-4%	-11%
CCCCC(CC)CNS(=O)(=O)c1ccc2c(c1)CCN2C(=O)CCC(=O)O (stereo not drawn)	-18%	-3%	-1%	-5	0.6	5	-4%	0%	-15%
COc1ccc([C@H]2Oc3cc(O)cc(O)c3C(=O)C2[C@@H]2C(=O)c3c(O)cc(O)cc3O[C@@H]2c2ccc(OC)cc2)cc1 (stereo partly drawn)	1%	-4%	?	-1	0.2	22	5%	-15%	11%
CC(C)c1ccc(CNCc2ccccc2)cc1	·	-1%	6%	-15	0.5	23	3%	0%	26%
CC1CS(=O)(=O)CCN1N=Cc1ccc([N+](=O)[O-])o1 (stereo not drawn)	?	1%	?	-3	-1.5	-11	-2%	3%	-3%

Not all compounds are listed; count on the stated rates, not on these rows.
